# MT stabilize HCS: stabilizes microtubules in HeLa cells | HeLa tubulin immunostaining HCS, 24 h; share of cells brighter than vehicle mean+2SD | % tubulin-high responders, % at 10 µM | 0.83% of 200,000 active;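 active = plate Z-score above 3 for both tubulin-high and condensed-nucleus cell shares, with cell loss under 80%, at 10 µM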;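 note: anti alpha tubulin signal scored within the nucleus-defined area of each cell; some results filed as inactive read as strong as hits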
# Yfh1-depleted yeast: enhancers of respiration in Yfh1-depleted yeast, dose response, Friedreich's ataxia, plus single-dose screen (AID 1465) | 0.074% of 220,000 active | S. cerevisiae Yfh1-off respiration, WST-1 reduction, 72 h; higher fold induction means a stronger effect | fold induction at 50 µM, or EC50 in µM where a hit was titrated;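 active = fold induction of absorbance versus untreated yeast above a set limit, then at least 30% activation at any dose in follow-up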;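 note: activators that raise dye reduction in frataxin-depleted yeast; strong numbers were not always called active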
# T cell modulator: T cell immune modulation candidate; 0.068% of 330,000 active; calls only at 7 µM; 2C CD8+ T cell-vesicle binding, flow cytometry; active compounds read low;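 active = response, share of CD8 T cells binding vesicles, and their 90th percentile fluorescence all below set limits, cut at about 80% in these data, passing the limit was not always enough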
#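 Benchmarks: naked versus QL9-loaded vesicles / Assay system: purified 2C TCR transgenic mouse naive CD8+ T cells / Technique: high-throughput flow cytometry with anti-B7-1 and anti-CD8 staining / Timing: Cell–vesicle co-incubation 1.5 h at 37 °C, staining 20 min on ice / Read-out: percent CD8+ FL2 mean versus row control / Probe or stimulus: QL9-loaded Drosophila micro-vesicles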
# Autophagy mod: alters autophagy in cells. 0.98% of 190,000 active. AID 463193. MEF GFP-LC3 puncta imaging; test concentration mostly 10 µM. calls only at 10 µM (by protocol);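 active = percentage of spot-positive cells more than 3 SD above its plate mean, without a fluorescence outlier flag or 80% toxicity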;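 note: spot-positive cell cutoff set from DMSO-treated cells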
# P. falciparum M1AAP: malaria alanyl aminopeptidase activity blockers – biochemical, fluorogenic H-Leu-NHMec substrate, 1536-well (AID 1445); inhibition, % at 30 µM; hits with a dose series show IC50 in µM; recombinant M1AAP, H-Leu-NHMec fluorogenic kinetic assay; higher % means a stronger effect; 0.42% of 220,000 active;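 active = primary inhibition above the hit cutoff, then over 50% inhibition at one or more dose response concentrations, cut at about 23% in these data, passing the limit was not always enough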;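 note: plate controls were DMSO full reaction for no effect and no enzyme background for full effect; strong numbers were not always called active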
# WT yeast gro inh: growth inhibition of WT yeast, mitochondrial fusion screen; mitochondrial fusion phenotypic screen, WT strain; 2.1% of 190,000 active; inhibition, % at 10 µM; AID 1362; in the data active = inhibition above about 58%; tested in S. cerevisiae
# b-catenin transl: alters nuclear translocation of beta-catenin in HeLa cells | immunofluorescence imaging | nuclear translocation activity, % at 5 µM | 0.3% of 190,000 active | AID 1665;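 active = nuclear translocation activity above 50% at 5 µM, with a well cell count of 50 or more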;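 note: per-cell ratio of nuclear to cytoplasmic median beta-catenin stain intensity; plate controls were DMSO negative control for no effect and GSK-3 inhibitor IX positive control for full effect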
#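 Test system: human HeLa cell line; Doses: 5 µM primary, 0.02–20 µM confirmation; Incubation: 24 h compound exposure, 37°C; Detection: beta-catenin immunofluorescence imaging with DAPI; Read-out: beta-catenin nuclear/cytoplasmic ratio, % activation.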
# M17LAP inhibition: P. falciparum M17LAP inhibitors, primary screen, biochemical, fluorogenic H-Leu-NHMec substrate, 1536-well (AID 1619); recombinant M17LAP, H-Leu-NHMec fluorogenic kinetic assay; higher % means a stronger effect; 0.38% of 220,000 active; inhibition, % at 30 µM, or IC50 in µM where a hit was titrated;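 active = compound inhibiting the enzyme by more than half at any dose during confirmatory dose-response retesting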;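 note: plate controls were full reaction with DMSO carrier for no effect and no enzyme background for full effect; strong numbers were not always called active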
# Dynein transport: blocks dynein driven cargo transport along microtubules. 3617.4 mouse cells, GR-EGFP nuclear translocation imaging; test concentration mostly 20 µM; stimulated with dexamethasone, 1 µM; active compounds read low. z-score, hits read low. 0.47% of 220,000 active. AID 1381;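 active = plate z-score of nuclear minus cytoplasmic receptor signal below a set negative limit, without overly bright fluorescence or cell loss, cut at about -3.5 in these data, passing the limit was not always enough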;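 note: z-score of nuclear minus cytoplasmic ring GR-EGFP intensity difference per well; some compounds called inactive have numbers as strong as hits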
#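 Also added: dexamethasone, 1.0 µM final. Medium: tet-free, stripped-serum medium. Detection: fixed, Hoechst-stained cells imaged at 10x for EGFP. Read-out: nuclear-to-cytoplasmic GR-EGFP distribution per well. Times: induction 48 h, compound 1 h, agonist 30 min.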
# WT yeast gro inh mutant strain: further read-out of WT yeast gro inh, marked with its call; inhibition, %; mitochondrial fusion phenotypic screen, mutant strain inhibition
# Dynein transport cytoplasmic EGFP: also measured in Dynein transport; calls as there; z-score; measured here: cytoplasmic GR-EGFP intensity; active compounds read high
# Dynein transport nuclear GR-EGFP: further read-out of Dynein transport, marked with its call; z-score; measured here: nuclear GR-EGFP intensity;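 lower value marks the stronger effect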
# Dynein transport cell count: recorded beside Dynein transport, whose call it bears; z-score; measured here: cell count per field
# b-catenin transl cell count 5 µM: second read-out of b-catenin transl, no call of its own (marks repeat the call); cell count; measured here: cell count, cytotoxicity flag
# T cell modulator vesicle-bound %: second read-out of T cell modulator, no call of its own (marks repeat the call); double positive events, %; measured here: CD8+ vesicle-bound cell fraction;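 binding gate set so that unloaded-vesicle control wells show 10% double positive cells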
# MT stabilize HCS Hoechst-high %: second read-out of MT stabilize HCS, no call of its own (marks repeat the call); % Hoechst-high responders; measured here: nuclear condensation Hoechst responders;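 share of cells brighter than vehicle mean plus two SD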
# MT stabilize HCS cytotoxicity %: further read-out of MT stabilize HCS, marked with its call; toxicity, %; measured here: cytotoxicity by cell density;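 0% = mean cell density of plate MIN control wells and 100% = no cells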
# Autophagy mod cell loss 18 h: second read-out of Autophagy mod, no call of its own (marks repeat the call); toxicity, %; measured here: cell loss, nuclei count;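 cell loss after 18 h compound exposure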
# Active calls of the source: *; i = inactive; nt = not tested or not shown.
item	structure	MT stabilize HCS	MT stabilize HCS Hoechst-high %	MT stabilize HCS cytotoxicity %	Yfh1-depleted yeast	T cell modulator	T cell modulator vesicle-bound %	Autophagy mod	Autophagy mod cell loss 18 h	P. falciparum M1AAP	WT yeast gro inh	WT yeast gro inh mutant strain	b-catenin transl	b-catenin transl cell count 5 µM	M17LAP inhibition	Dynein transport	Dynein transport cytoplasmic EGFP	Dynein transport nuclear GR-EGFP	Dynein transport cell count
1	CSc1ccc(C2(O)Cc3cccc[n+]3C2c2ccccc2)cc1 (stereo unspecified)	nt	nt	nt	i	i	30	nt	nt	2%	nt	nt	1.1	1348	1%	0.43	-0.26	0.9	-0.32
2	CCc1ccc(N2C(=O)CC(N3CCN(c4ccccn4)CC3)C2=O)cc1 (stereo unspecified)	nt	nt	nt	i	i	26	nt	nt	0%	nt	nt	0.2	1424	-4%	0.48	-0.2	0.24	-0.051
3	C=CCN=C1CC(C)(C)CC(=O)/C1=C(/O)CCC(=O)OC	9.8	0.4	8.7	i	i	29	i	-4	3%	2	2	nt	nt	-1%	0.94	-0.32	0.58	-0.39
4	CCn1c(=O)c(-[n+]2ccccc2)c(O)c2ccccc21	2.3	1.9	12	i	i	59	i	1	8%	-11	-8	1.0	1074	0%	0.14	-0.16	-0.05	-0.84
5	N#CC(C#N)=Cc1cc2ccccc2nc1N1CCOCC1	2.5	1.6	5.6	i	i	42	i	11	9%	5	-10	-2.0	993	15%	-2.8	0.31	-1	0.31
6	Cc1nnc(Oc2ccccc2)c2ccccc12	5.8	3.6	5.2	i	i	53	i	3	11%	4	0	-2.1	867	-5%	0.53	-0.34	0.31	-0.035
7	COc1ccc(CCNC(=O)CSCc2ccc(C)cc2)cc1OC	1.7	1.5	5.4	i	i	35	i	45	nt	nt	nt	nt	nt	nt	3	-0.12	2	-1.8
8	CCOC(=O)c1c(CSc2ccccc2)oc2cc(Br)c(O)c(CN(C)C)c12	nt	nt	nt	i	i	38	nt	nt	8%	nt	nt	1.0	1276	10%	1	-0.22	0.33	-0.57
9	CCOC(=O)C1=CN(Cc2ccc(OC)cc2)C=C(C(=O)OCC)C1c1cccs1	2.6	1.7	7.1	i	i	40	i	10	15%	32	18	-4.2	1097	2%	-0.21	-0.26	0.48	0.25
10	O=C1N=c2ccccc2=C1c1sc(=S)n(Cc2ccccc2Cl)c1O	nt	nt	nt	i	i	17	nt	nt	4%	nt	nt	-3.4	1237	0%	0.48	-0.26	0.2	-0.6
11	CCC(C)[C@@H](CN(N=O)[C@@H](Cc1ccccc1)CN(C)N=O)N(CCc1ccccc1)N=O (stereo partly specified)	3.6	1.7	5.0	i	nt	nt	i	-2	4%	-1	6	-2.1	1189	-5%	-0.97	-0.29	-0.35	0.61
12	CCC(c1ccccc1)c1nc(-c2cccnc2)no1 (stereo unspecified)	4.8	1.4	13	i	i	32	i	-12	-2%	4	-16	0.0	951	-9%	-0.039	-0.025	0.067	-1.1
13	COc1ccc2c(c1OC)C(=O)N1c3ccccc3COC21 (stereo unspecified)	2.5	2.3	5.6	i	i	53	i	-2	0%	5	17	-3.3	979	11%	-0.17	-0.19	0.079	0.087
14	COc1ccc(-c2ocnc2C(=O)N2CCN(C(c3ccccc3)c3ccccc3)CC2)cc1	4.7	2.0	6.7	i	i	47	i	25	12%	43	3	nt	nt	-1%	-0.32	-0.15	-0.074	0.64
15	CSc1nc(-c2ccccc2)nc(NC(=O)C(C)C)c1C(C)=O	4.1	2.4	8.4	i	i	18	i	-9	2%	-7	-33	1.5	1055	-1%	0.49	0.043	0.044	0.22
16	CCCOc1ccc(C(=O)NCC(c2ccco2)N(C)C)cc1OC (stereo unspecified)	3.8	2.0	6.6	i	i	50	i	-12	5%	-21	-8	-0.8	1079	7%	-0.16	-0.26	-0.06	0.49
17	CCOC(=O)C1(Cc2cccc(Cl)c2)CCCN(C(=O)CCC(=O)N(C)C)C1 (stereo unspecified)	3.5	2.2	5.5	i	i	53	i	-33	1%	3	-5	1.0	1113	-5%	0.14	0.8	0.34	0.42
18	CCOc1cc(C(N)=O)cc(Br)c1OC	2.3	2.3	3.2	i	i	4	i	-1	-4%	10	12	-1.3	1015	9%	0.63	-0.17	0.86	-0.11
19	COc1ccc2[nH]c3c(=O)n4c(nc3c2c1)SCCC4	2.0	2.7	9.4	i	i	55	i	-8	-9%	-2	-3	0.2	1107	3%	0.11	0.44	0.29	-0.38
20	Nc1[nH][nH]c(=O)c1N=Nc1cccc(Cl)c1	2.0	1.1	4.6	i	i	45	i	-2	13%	-8	-9	-2.6	1071	27%	0.01	-0.27	0.049	0.75
21	CC(C)c1[nH]c(=O)c(C#N)c2c1CSC(C)(C)C2	5.9	2.4	11	i	i	42	i	-10	13%	4	8	-1.4	1154	-4%	1.3	-0.21	1.8	-1.7
22	Cc1ccc(Nc2nc(N)nc(CSc3nnnn3-c3ccccc3)n2)cc1	2.3	1.3	3.9	i	i	41	i	4	2%	0	11	nt	nt	-3%	0.21	-0.22	0.18	-0.65
23	COc1cccc(CNC(=O)Cn2cc3c(n2)CCCCC3)c1	2.3	2.9	8.5	i	i	65	i	10	0%	7	-6	nt	nt	-1%	-0.56	3.1	0.38	0.32
24	COc1ccccc1CCNC(=O)NC1CCCCC1	3.3	2.3	11	i	i	54	i	9	2%	19	9	-0.1	1000	-1%	-1.1	-0.25	-0.35	0.35
25	CCN(CC)CCNC(=O)Cn1nc(-c2ccccc2)c2ccccc2c1=O	3.6	2.9	7.4	i	i	11	i	-7	7%	3	-6	-3.5	939	-8%	-0.8	-0.3	-0.48	0.4

item	structure	MT stabilize HCS	MT stabilize HCS Hoechst-high %	MT stabilize HCS cytotoxicity %	Yfh1-depleted yeast	T cell modulator	T cell modulator vesicle-bound %	Autophagy mod	Autophagy mod cell loss 18 h	P. falciparum M1AAP	WT yeast gro inh	WT yeast gro inh mutant strain	b-catenin transl	b-catenin transl cell count 5 µM	M17LAP inhibition	Dynein transport	Dynein transport cytoplasmic EGFP	Dynein transport nuclear GR-EGFP	Dynein transport cell count
26	COc1cccc(CN(Cc2cccnc2)S(=O)(=O)c2ccc(-n3cnnn3)c(C)c2)c1	2.7	2.4	9.7	i	i	15	i	23	6%	-23	7	-0.4	1110	-7%	-0.85	-0.21	-0.26	0.45
27	COc1ccc(CC(=O)NCC(=O)N/N=C/c2ccc(C)o2)cc1	8.3	2.1	9.1	i	i	45	i	-8	-1%	-9	-1	0.2	1098	9%	-0.5	-0.24	-0.38	-0.041
28	COc1ccccc1N1CCN(Cc2ccc(Br)o2)CC1	3.2	3.5	16	i	i	41	i	14	-4%	5	-3	nt	nt	8%	0.59	-0.15	0.88	0.31
29	CN(C)c1cccc(C(=O)N/N=C/c2ccccc2F)c1	3.4	1.6	7.4	i	i	53	i	1	15%	-10	25	0.4	1094	-4%	0.075	-0.31	0.2	0.15
30	O=C(O)CC(NC(=O)Nc1ccccc1)c1ccc(OC2CCCC2)cc1 (stereo unspecified)	2.7	2.6	10	i	i	54	i	-10	1%	-41	-17	0.0	1081	-7%	0.93	-0.22	0.39	-0.036
31	Cc1ccc(N/N=C/c2ccc(N3CCOCC3)cc2)cc1C	1.5	2.0	7.9	i	i	13	i	19	4%	-8	8	-0.2	1414	26%	-0.18	-0.22	-0.2	0.52
32	Fc1ccc(Cn2nnnc2C(c2ccc(Cl)cc2)N2CCSCC2)cc1 (stereo unspecified)	2.3	1.5	7.1	i	i	42	i	-5	6%	44	33	-0.7	1066	-4%	0.36	-0.23	0.095	0.39
33	CCOC(=O)c1sc2nccc(N(C)C)c2c1N=CNOC	1.2	1.4	4.6	i	i	57	i	4	3%	3	17	nt	nt	-2%	-0.52	0.2	-0.043	0.36
34	COCCCNC(=S)NNC(=O)c1ccc(S(=O)(=O)N2CCC(C)CC2)cc1	1.0	1.3	1.7	i	i	57	i	7	-3%	-8	-12	0.0	1547	22%	1.4	-0.067	0.72	-1.9
35	CCN(CC)CCc1c(C)[nH]c(C(=O)OCc2ccccc2)c1C	2.0	1.2	9.1	i	i	13	i	-10	-3%	-14	-4	nt	nt	0%	-0.076	0.0042	0.29	0.41
36	O=C(/C=C/c1ccc(Br)o1)Nc1nccs1	2.1	2.0	6.1	i	i	8	i	-2	1%	5	11	-1.1	1140	3%	-0.48	-0.12	-0.22	0.21

# An excerpt from above, showing only Autophagy mod.
cpd | SMILES | Autophagy mod
30 | O=C(O)CC(NC(=O)Nc1ccccc1)c1ccc(OC2CCCC2)cc1 (stereo unspecified) | i
29 | CN(C)c1cccc(C(=O)N/N=C/c2ccccc2F)c1 | i
31 | Cc1ccc(N/N=C/c2ccc(N3CCOCC3)cc2)cc1C | i
